# Screens: PubChem, National Center for Advancing Translational Sciences (NCATS)
# Sm TGR inh: qHTS Assay for the Inhibitors of Schistosoma Mansoni Peroxiredoxins | Potency, µM (titrated, usually from 114 µM), for the others: at the highest dose activity change, negative = inhibition, most hits filed as inhibitors | purified TGR, DTNB reduction, TNB absorbance 405 nm | Schistosoma mansoni thioredoxin glutathione reductase (TGR), Q962Y6 | 3% of 360,000 active; also: potency is read from the fitted curve at half-maximal effect; nearly all actives have a fitted effect of over 60% in size
#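 Kinetic colorimetric format: TGR-catalysed, NADPH-driven DTNB reduction monitored via TNB absorbance. Enzyme dispensed at 20 nM; compound exposure 15 min at room temperature before reaction start.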
# HCMV inh: qHTS Assay for inhibitors of the human cytomegalovirus (HCMV); AID 1259415, 2018; HFF cells, HCMV-luciferase reporter, 72 h; stronger effect = lower value; 4.5% of 410,000 active; activity change, negative = inhibition, % at 57.5 µM; in the data active = activity change below about -60%; inconclusive = no clear call, values can overlap the other calls; inactive = above about -39%
#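 Cell-based, HFFs, 1000 cells/well, 16 h 37C; cpds in DMSO + HCMV-luc, MOI 1 PFU/cell; 72 h 37C; OneGlo luminescence after 5 min RT; norm. to buffer vs Salinomycin 10uM.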
# FBPA Giardia inh: qHTS Assay for Inhibitors of Fructose-1,6-bisphosphate Aldolase from Giardia Lamblia; A8B2U2; purified Giardia FBPA; Potency, µM (series often up to 59.6 µM), inactives show top-dose activity, negative = inhibition, usual class: inhibitors; 0.71% of 290,000 active; also: potency is read from the fitted curve at half-maximal effect; nearly all actives have a fitted effect of over 55% in size
# Target sequence (A8B2U2 whole entry, looked up): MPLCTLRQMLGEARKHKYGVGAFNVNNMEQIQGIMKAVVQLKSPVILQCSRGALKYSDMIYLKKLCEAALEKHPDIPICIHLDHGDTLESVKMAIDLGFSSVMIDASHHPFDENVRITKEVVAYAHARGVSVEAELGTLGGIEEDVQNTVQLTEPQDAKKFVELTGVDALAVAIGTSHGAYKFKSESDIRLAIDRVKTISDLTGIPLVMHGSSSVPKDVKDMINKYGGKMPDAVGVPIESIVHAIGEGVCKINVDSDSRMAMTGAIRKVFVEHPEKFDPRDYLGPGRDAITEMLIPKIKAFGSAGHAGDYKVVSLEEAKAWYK
#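 Giardia FBPA (40 nM reagent) was preincubated 10 min at RT with compound (up to 57.5 uM final), then substrate plus GAPDH/TPI/NAD/arsenate coupling system with diaphorase/resazurin was added; resorufin fluorescence (525/598 nm) was read after 20 min.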
# AmpC inh no detg: qHTS Inhibitors of AmpC Beta-Lactamase (assay without detergent). P00811. AmpC nitrocefin hydrolysis, absorbance 480 nm, 0.0001% Triton. Potency, µM (top dose mostly 57.1 µM), for inactives: top-dose activity change, negative = inhibition, actives largely listed as inhibitors. 0.52% of 330,000 active. AID 485341, 2010;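 also: potency is read from the fitted curve at half-maximal effect; plate controls were no compound for no effect and no enzyme for full effect; nearly all actives have a fitted effect of over 20% in size; some results filed as inactive show a strong effect at the top dose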
# Target sequence (P00811 whole entry, looked up): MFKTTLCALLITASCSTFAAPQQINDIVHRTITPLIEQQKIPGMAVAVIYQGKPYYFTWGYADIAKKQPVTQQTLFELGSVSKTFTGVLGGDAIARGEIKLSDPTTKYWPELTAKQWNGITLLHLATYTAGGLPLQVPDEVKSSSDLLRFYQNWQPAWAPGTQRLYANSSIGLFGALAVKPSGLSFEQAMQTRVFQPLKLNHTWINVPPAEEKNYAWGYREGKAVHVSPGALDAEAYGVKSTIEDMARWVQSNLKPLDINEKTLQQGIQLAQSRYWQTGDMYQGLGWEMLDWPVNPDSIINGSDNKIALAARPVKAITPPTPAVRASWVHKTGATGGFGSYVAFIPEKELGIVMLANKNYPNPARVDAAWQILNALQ
#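 20 mM phosphate pH 7.0 + 0.01% (detergent screen) or 0.0001% Triton X-100; 5.3 nM AmpC reagent; cpd preinc 15 min RT; nitrocefin (800 uM stock) to start; A480 q20 s × 4 min; Activity was normalised to no-enzyme and no-compound control wells.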
# HCV inhibitor: qHTS Assay for Inhibitors of Hepatitis C Virus (HCV); Huh7.5.1 HCVcc-Cre infection, luciferase reporter, 44 h; Potency, µM (highest dose often 41.8 µM), for inactives: top-dose activity change, negative = inhibition, usual class: inhibitors; 3.4% of 340,000 active; also: potency is read from the fitted curve at half-maximal effect
#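 Luciferase read-out (15 sec integration) after a 15 min room-temperature substrate step quantifies HCVcc-Cre infection. Cells, 1,000 per well, had compound added 4 h post-plating, then virus at ~0.5 moi, and were cultured 44 h.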
# AmpC inh detg: qHTS Inhibitors of AmpC Beta-Lactamase (assay with detergent); P00811; AmpC hydrolysis of nitrocefin, absorbance 480 nm, 0.01% Triton; Potency, µM (titrated, usually from 114 µM), without a hit: top-dose activity change, negative = inhibition, actives largely listed as inhibitors; 0.041% of 370,000 active; AID 485294, 2010;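 also: potency is read from the fitted curve at half-maximal effect; 0% = no-compound wells and -100% = no-enzyme wells; nearly all actives have a fitted effect of over 25% in size; some results filed as inactive show a strong effect at the top dose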
#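 20 mM phosphate pH 7.0 + 0.01% (detergent screen) or 0.0001% Triton X-100; 5.3 nM AmpC reagent; cpd preinc 15 min RT; nitrocefin (800 uM stock) to start; A480 q20 s × 4 min; Activity was normalised to no-enzyme and no-compound control wells.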
# Numbers without * were called inactive; ? = inconclusive; nt = no result given; & = joins results of further samples; [ ] = remark or other dose. Unless noted, calls follow the shape of the dose curve; as a rule, active = well fitted curve in the direction sought with a large enough effect; inconclusive = small, poorly fitted or top-dose-only effect, or another doubt; inactive = no such curve, though single readings can be large; an effect the other way counts as inactive or inconclusive. Unless noted, % is scaled to controls: 0 for no effect and ±100 for the full control effect.
SMILES,Sm TGR inh,HCMV inh,FBPA Giardia inh,AmpC inh no detg,HCV inhibitor,AmpC inh detg
C=CCNC(=O)CSc1nc2ccccc2c(=O)n1CCc1ccc(OC)c(OC)c1,-1%,3,7%,47%,?,-11%
COc1cc(Cl)c(C)cc1Nc1nc2ccccc2nc1NS(=O)(=O)c1ccccc1,-2%,74,nt,nt,nt,7%
O=C(NC1CC1)C1=C[C@H](c2csc3ccccc23)C[C@H](OCCCCO)O1,6%,1,2%,114%[activator],-19%,7%
O=C(c1ccccc1)c1cc(Cl)ccc1N1C(=O)C=CC1=O,0.79µM*,?,?,-43%[11.4 µM],-27%,?
O=C(/C=C/c1ccccc1)NC1CCCc2ccccc21 (stereo not drawn),10%,nt,1%,-31%,nt,3%
CN(C)c1ccc(C(=O)NCc2ccc3c(c2)CCN3C(=O)c2ccccc2)cc1,-2%,-35,nt,nt,nt,3%
CC(C)(C)c1ccc(S(=O)(=O)N2CCN(C(=O)c3ccc4c(c3)C(=O)N(Cc3ccncc3)C4=O)CC2)cc1,-3%,-35,nt,-7%,14%,0%
COc1ccc(-c2noc(-c3ccccc3-c3ccccc3)n2)cc1OC,0%,-38,0%,30%,?,-3%
CC(C)CCC1=NN(C(=O)c2ccco2)C(O)(C(F)(F)F)C1 (stereo not drawn),-3%,-2,6%,-14%,2%,-5%
CC(C)(C)C(=O)Cn1ncc(N2CCCC2)c(Br)c1=O,-1%,67,-7%,43%[activator],-4%,0%
CS(=O)(=O)N(CCc1ccccc1)CC(=O)Nc1ccc(OCc2ccccc2)cc1,7%,-18,-3%,-9%,?,-1%
C=CCNC(=S)NNC(=O)c1ccc(OC(C)C)cc1,60%[activator],11,1%,-15%,4%,-1%
NC(=O)c1c(NC(=O)c2cc3ccccc3o2)sc2c1CCC2,0%,81,-2%,-41%,-7%,?
O=C(O)CC(NC(=O)C1CCCCC1)c1cc([N+](=O)[O-])ccc1Cl (stereo not drawn),11%,-26,2%,-13%,4%,-6%
CC(=O)c1ccc(N(C(=O)c2csnn2)C(C(=O)NC(C)(C)C)c2cccs2)cc1 (stereo not drawn),15%,6,9%,14%,10%,2%
CCCN(CCC)C(=O)c1ccc2c(=O)n(Cc3ccco3)c(=S)[nH]c2c1,?,-90*,-25%,-16%[11.4 µM],-13%,6%
Cc1ccc(CCNC(=O)CCNS(=O)(=O)c2ccc3c(c2)oc(=O)n3C)cc1,-25%,58,3%,3%,?,?
O=S(=O)(NCC1CCCO1)c1ccccc1F (stereo not drawn),3%,94,-8%,-8%,8%,-2%
O=C(C1CCCN(S(=O)(=O)c2ccccc2)C1)N1CCCc2ccccc21 (stereo not drawn),-1%,5,1%,15%,?,?
Cc1cc(NC(=O)Cn2nc(C(F)(F)F)c3c2CCC3)n(-c2ccccc2)n1,0%,-7,3%,23%,-19%,-5%
Cc1cc(C)n(CC(O)COc2ccc(Cl)cc2Cl)n1 (stereo not drawn),1%,-15,1%,40%,-16%,?
COc1ccc(NC(=O)c2ccc(-c3nc(CSc4ccccc4)c(C)o3)cc2)c(OC)c1,-25%,-26,nt,nt,nt,17%
COc1ccc(C2NC(=O)CS2)cc1OC (stereo not drawn),4%,28,-1%,-10%,15%,?
CC(C)=C1C2CCC1C1C(=O)N(CCc3ccccc3)C(=O)C21 (stereo not drawn),-11%,-5,-3%,-14%,3%,5%
O=C(COC(=O)c1sc2ccccc2c1Cl)Nc1ncc(Cl)cc1Cl,-5%,8,-4%,-37%,-9%,3%
Cc1cc(Cl)ccc1OCc1n[nH]c(=S)n1C1CCCCC1,0%,4,29%,-24%,19%,-10%
Cc1ccc(Nc2nc(Nc3ccc(C)cc3)nc(SC3=NCCS3)n2)cc1,7%,-5,-1%,?,?,2%
CN(O)/C=C1\C(=O)Nc2ccccc21,1%,53,?,-16%,10%,-1%
CCOC(=O)CSc1cc(CS(C)(=O)=O)nc(-c2ccccn2)n1,0%,-15,-12%,-6%,4%,2%
C=CCNC(=O)c1ccc(-c2nc(-c3ccc(Cl)c(Cl)c3)cs2)cc1,-4%,?,-4%,25%,?,-9%
CCCC1(c2ccccc2)NC(=O)N(CC(=O)Nc2cc(C)ccc2OC)C1=O (stereo not drawn),5%,36,9%,2%,?,?
Cc1cccc(N2C(=O)CSC23C(=O)N(Cc2cccc(F)c2)c2ccccc23)c1 (stereo not drawn),4%,-31,nt,nt,nt,23%
O=C(Nc1cccc(Br)c1)c1ccc2nc(N3C(=O)CCC3=O)sc2c1,4%,-3,3%,13%,-5%,0%
Cc1ccc(C)c(N2CCN(CCCNC(=O)CCC(=O)N3CCOc4ccc(Cl)cc43)CC2)c1,-2%,-83*,nt,247%[activator],nt,0%
COc1ccc2c(c1)c1c(c(=O)n(Cc3ccccc3)c(=O)n1CC(=O)Nc1cc(C)cc(C)c1)n2C,5%,25,nt,nt,nt,3%
COC(=O)c1ccccc1NC(=O)c1cnn2c(C(F)F)cc(C3CC3)nc12,-2%,10,3%,-4%,-51%,-6%
CCN(CC)c1ccc2c(c1)OC(N)=C(C#N)C2c1cccnc1 (stereo not drawn),-30%,-85*,-12%,-29%,?,-12%
CN(CC(=O)Nc1c(Cl)cccc1Cl)C(=O)c1cccc(S(=O)(=O)NCc2ccccc2)c1,-2%,-5,nt,-25%,-19%,-10%
COc1ccccc1N1C(=O)N(CC(=O)C(C)(C)C)c2ccccc2S1(=O)=O,-8%&1%,-12&9,-9%,22%,-27%,-13%&2%
Clc1cc(NCc2ccccc2)ncn1,37%[activator],42,nt,-25%,3%,?
CCc1nn2c(=O)cc(COC(=O)COc3ccc(OC)cc3)nc2s1,1%,9,nt,nt,nt,?
CCOc1ncccc1C(=O)OCC(=O)N1CCC(C)CC1,nt,-5,nt,-2%,7%,nt
O=C(Nc1ccc(O)cc1)/C(=C\C=C\c1ccccc1)NC(=O)c1ccccc1,-14%,9,-6%,?,-25%,-1%
c1csc(CSc2nc3ccccc3s2)c1,0%,31,-3%,-19%,5%,-15%
COC(=O)C1C(=O)C2=C(CC1C)NC(=O)CC2c1ccc(F)cc1 (stereo not drawn),5%,26,2%,-7%,-2%,1%
COc1cccc(OC)c1C(=O)NC(=S)NCc1ccccc1,nt,-21,-4%,-21%,15%,0%
CC(C)c1ccc(C2c3[nH]c4ccccc4c3C[C@H]3C(=O)N(c4ccccc4C(=O)N4CCC(C(=O)O)CC4)C(=O)N23)cc1 (stereo partly drawn),-17%,-2,5%,1%,6%,-10%
CCOC(=O)c1cn(Cc2ccc(Cl)cc2Cl)c2cc(C)nn2c1=O,-1%,12,4%,36%,27%,6%
Cc1ccc(OCCOC(=O)c2cccc(S(=O)(=O)N3CC(C)OC(C)C3)c2)cc1 (stereo not drawn),1%,-8,nt,79%[activator],11µM*,-11%
Cc1ccc(S(=O)(=O)CCc2nnc(NC(=O)c3ccccn3)s2)cc1,1%,nt,?,-20%,5%,8%
# The list continues.
SMILES,Sm TGR inh,HCMV inh,FBPA Giardia inh,AmpC inh no detg,HCV inhibitor,AmpC inh detg
O=C(NCc1ccc2c(c1)OCO2)C1CCC(CNc2c(N3CCCC3)c(=O)c2=O)CC1 (stereo not drawn),5%,-84*,2%,?,8%,?
Cc1cc(S(=O)(=O)N2CCOCC2)c(C)s1,-19%,-5,10%,-13%,?,-13%
Cc1cc(C(=O)OCC(=O)NC(C)(C)C)c2ccccc2n1,-5%,7,5%,9%,0%,-6%
COc1ccccc1NC(=O)CCSc1ccc(C)cc1,nt,-27,-3%,-21%,1%,4%
COc1ccc(-c2[nH]ncc2C=O)cc1OC,2%,2,1%,-17%,4%,-4%
CN1CCN(CCCNC(=O)c2ccc3c(c2)N(Cc2ccccc2)CCS3)CC1,0%,-3,0%,112%[activator],?,-11%
CCOc1ccccc1Oc1c(C)oc2c(CN3CCN(CCO)CC3)c(O)ccc2c1=O,-1%,18,4%,1%,13%,1%
COc1ccc(CN(C)CC2CCCN(CCc3ccc(F)cc3)C2)c(OC)c1OC (stereo not drawn),6%,11,2%,17%,?,?
CCN1CCN(c2nc3sc4c(c3c3ncnn23)CC(C)CC4)CC1 (stereo not drawn),0%,58,0%,57%,?,-12%
COc1nc(NCCO)nc(Nc2ccccc2F)n1,3%,6,4%,-16%,?,0%
COc1ccc(CC(=O)Nc2cccc(C(=O)O)c2C)cc1,5%,17,5%,4µM*,1%,2%
COc1ccc(-c2[nH]ncc2CN2CCN(Cc3cccs3)CC2)cc1F,-7%[57.1 µM],-35,-1%,14%,?,-6%
COC(=O)c1cccc(C(=O)N2CCCC(Nc3ccc(C)c(C)c3)C2)c1 (stereo not drawn),-2%,14,nt,71%[activator],3%,6%
COc1cccc(C(=O)NC(=O)Nc2ccc(-n3nc(C(F)(F)F)cc3C(F)(F)F)cc2)c1,-7%,-6,nt,nt,nt,-2%
CCCCNC(=O)[C@@H](c1ccccc1)N1Cc2ccccc2C1=O,5%,6,nt,nt,nt,4%
COc1ccc2[nH]c3c(c2c1)CCN1C(=O)C(CC(=O)NCCc2ccccn2)C[C@H](C(=O)N2CCCCC2)[C@@]31CCc1ccccc1 (stereo partly drawn),nt,-7,nt,242%[activator],7.9µM*,nt
COc1ccc(-n2c(SCC(=O)Nc3ccc([N+](=O)[O-])cc3OC)nc3ccccc32)cc1,1%,-34,0%,-24%,?,-1%
COc1ccc(N2CCN(C(=O)CSc3ncnc4c3cnn4-c3ccc(OC)cc3)CC2)cc1,0%,1,4%,-19%,24%,-13%

# Grouped by structure, the entries above with a thiophene ring, fused or not (8)
SMILES,Sm TGR inh,HCMV inh,FBPA Giardia inh,AmpC inh no detg,HCV inhibitor,AmpC inh detg
O=C(NC1CC1)C1=C[C@H](c2csc3ccccc23)C[C@H](OCCCCO)O1,6%,1,2%,114%[activator],-19%,7%
NC(=O)c1c(NC(=O)c2cc3ccccc3o2)sc2c1CCC2,0%,81,-2%,-41%,-7%,?
CC(=O)c1ccc(N(C(=O)c2csnn2)C(C(=O)NC(C)(C)C)c2cccs2)cc1 (stereo not drawn),15%,6,9%,14%,10%,2%
O=C(COC(=O)c1sc2ccccc2c1Cl)Nc1ncc(Cl)cc1Cl,-5%,8,-4%,-37%,-9%,3%
c1csc(CSc2nc3ccccc3s2)c1,0%,31,-3%,-19%,5%,-15%
Cc1cc(S(=O)(=O)N2CCOCC2)c(C)s1,-19%,-5,10%,-13%,?,-13%
CCN1CCN(c2nc3sc4c(c3c3ncnn23)CC(C)CC4)CC1 (stereo not drawn),0%,58,0%,57%,?,-12%
COc1ccc(-c2[nH]ncc2CN2CCN(Cc3cccs3)CC2)cc1F,-7%[57.1 µM],-35,-1%,14%,?,-6%

# No enrichment for hits. About 9.9% of those tested had a hit in this group.
